Screens: PubChem, several laboratories
Bcl-B TR3 displacers – displacers of TR3 peptide from Bcl-B, primary screen, selectivity assay for Bfl-1 inhibitor project, biochemical, fluorescence polarization; FP displacement of FITC-TR3 peptide from Bcl-B; higher % means a stronger effect; one-dose displacement, % at 20 µM; IC50 in µM for titrated hits; 96,000 compounds, 0.11% hits;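 active = displacement above 50% at 20 µM plus a fluorescence interference ratio under 1.5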;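 note: plate controls were wells without compound for no effect and wells lacking Bcl-B protein for full effect; a part of the inactive calls stands beside numbers as strong as those of hits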
IL1B NFkB inh – blocks IL-1B driven NFkB nuclear translocation in HUVEC cells | HUVEC IL-1B NFkB p65 nuclear translocation imaging | inhibition, % at 2 µM | 94,000 compounds, 0.43% hits | AID 796;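 active = inhibition above about 30% together with a positive call from visual inspection of the well image, limit read from the data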;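 note: nuclear over cytoplasmic p65 intensity ratio measured by imaging; 0% = IL-1B stimulated DMSO wells and 100% = unstimulated DMSO wells; values of inactives mirror those of a sister screen read the other way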
IL1B NFkB pot – enhances IL-1B driven NFkB nuclear translocation | HUVEC IL-1B NFkB p65 nuclear translocation imaging | activation, % at 2 µM | 94,000 compounds, 0.3% hits;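 active = activation above 40%, about the mean plus 3 SD, also judged a hit on visual image review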;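 note: percent activation is computed from the nuclear over cytoplasmic p65 intensity ratio; values of inactives mirror those of a sister screen read the other way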
MRP reversal – reverses drug resistance mediated by MRP; H69AR cells + 2 uM doxorubicin, CellTiter-Glo, 72 h; AID 602; 85,000 compounds, 0.04% hits; differential viability (reversal), % at 10 µM;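 active = viability drop by adding the cancer drug above about 55%, with treated viability meeting a 40% cutoff, limit read from the data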;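 note: viability without doxorubicin minus viability with 2 µM doxorubicin for each compound; larger differential means the compound sensitizes cells more to doxorubicin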
PLAP inhibition – PLAP enzyme inhibitors, biochemical, luminescence, HTS (AID 690); purified PLAP, luminescent substrate; higher % means a stronger effect; inhibition, % at 20 µM; hits with a dose series show IC50 in µM; 96,000 compounds, 0.08% hits; in the data active = a potency from the dose series; inactive = the rest, 99 in 100 with inhibition below about 30%; note: strong numbers were not always called active
MRP reversal cytotoxicity – further read-out of MRP reversal, marked with its call; viability, %; H69AR cells, CellTiter-Glo, 72 h; measured here: cytotoxicity without doxorubicin
MRP reversal with doxorubicin – also measured in MRP reversal; calls as there; viability, %; measured here: viability with 2 uM doxorubicin; stronger effect = lower value
IL1B NFkB inh cell count 2 µM – second read-out of IL1B NFkB inh, no call of its own (marks repeat the call); cell count; measured here: cells passing quality filter;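 raw number of nuclei counted in each imaged well without normalization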
IL1B NFkB pot cell count 2 µM – second read-out of IL1B NFkB pot, no call of its own (marks repeat the call); cell count; measured here: cells passing quality filter
An asterisk follows results filed as active; . = no result given. These rows are one share of the data. The share of hits here may be higher or lower than overall.

SMILES	Bcl-B TR3 displacers	IL1B NFkB inh	IL1B NFkB inh cell count 2 µM	IL1B NFkB pot	IL1B NFkB pot cell count 2 µM	MRP reversal	MRP reversal cytotoxicity	MRP reversal with doxorubicin	PLAP inhibition
CCCc1cc(=O)oc2c(C)c(O)c(CN3CCCCC3)cc12	0%	11	102	-11	102	11	92	81	-59%
CC(Cl)C(=O)Nc1ncc(C(F)(F)F)cc1Cl (stereo not drawn)	2%	-12	127	12	127	.	.	.	-11%
COC(=O)CCN(C(C)=O)c1ccc(N)cc1	2%	3	185	-3	185	-6	92	98	-16%
Cc1cccc(NC(=O)CSc2nnc(-c3ccccc3)n2N)c1	-3%	3	106	-3	106	11	104	92	-7%
CC1CCc2c(sc3ncnc(SCC(=O)c4ccccc4)c23)C1 (stereo not drawn)	.	10	70	-10	70	-10	44	54	.
Clc1ccc(-c2nc3cnccn3c2Nc2ccc3c(c2)OCO3)cc1	-1%	-18	65	18	65	-19	26	44	10%
C=CCNc1nc(-c2ccccc2)c(C(=O)OCC)cc1C#N	1%	2	107	-2	107	.	.	.	-14%
OC(COCc1ccccc1)CN1CCN(c2ccccc2F)CC1 (stereo not drawn)	15%	-20	171	20	171	25	104	79	-1%
COc1ccc(CCNS(=O)(=O)c2ccc3c(c2)CCN3C(=O)CCC(=O)O)cc1OC	-10%	-24	122	24	122	-1	83	84	11%
Nc1c(-c2ccccc2)n[nH]c1-c1ccccc1	-8%	-8	87	8	87	33	94	61	21%
CCN1CCN(Cc2ccccc2NC(=O)Nc2ccc(C)cc2)CC1	0%	4	100	-4	100	-2	85	87	-22%
CCS(=O)(=O)N1CCC(C(=O)NCC2CCCO2)CC1 (stereo not drawn)	5%	-13	150	13	150	.	.	.	-8%
COc1cccc(NC(=O)c2ccccc2SC)c1	-8%	-8	111	8	111	9	94	85	8%
COc1ccc(N(CC(=O)Nc2ccccc2C(=O)NCc2ccco2)S(C)(=O)=O)cc1	10%	-4	188	4	188	36	121	86	0%
O=c1c2ccccc2[nH]c(=S)n1CCCN1CCOCC1	-4%	.	.	.	.	7	93	86	-40%
N#CCC(=O)Nc1ncn(Cc2ccccc2Cl)n1	-3%	-17	124	17	124	-1	87	88	-3%
COc1ccc(-c2cc3ccccc3n2CC(O)Cn2nc(C)cc2C)cc1 (stereo not drawn)	-25%	.	.	.	.	-2	77	79	-70%
CC/C(=N\NC(=O)CNC(=O)/C=C/c1ccco1)c1ccccc1	-5%	.	.	.	.	.	.	.	-8%
COc1cc(-c2nc(Cc3c(F)cccc3Cl)no2)cc(OC)c1OC	0%	-15	149	15	149	16	96	80	.
Cc1ccc(NC(=O)CCC(=O)c2cccs2)cc1	-3%	6	173	-6	173	-1	90	92	14%
CCOC(=O)c1cc(NC(=O)N2CCCCC2)c(C)nc1C	-13%	6	177	-7	177	3	94	91	20%
O=C(NCC1CCCCC1)C1CCCN(C(=O)NC2CCCCC2)C1 (stereo not drawn)	-10%	6	128	-6	128	-1	83	84	-11%
CCCS(=O)(=O)N1CCCC(C(=O)NCCCN(Cc2ccccc2)C(C)C)C1 (stereo not drawn)	5%	-7	162	7	162	15	99	83	-45%
CCN(Cc1ccccc1)C(=O)c1cc2c(=O)oc3ccc(C)cc3c2s1	-2%	-6	137	6	137	-19	70	88	-64%
COC(=O)C1C2C=CC3(CN(Cc4ccco4)C(=O)C13)O2 (stereo not drawn)	1%	0	110	0	110	31	102	71	-58%
Cc1onc(-c2ccccc2)c1C(=O)NCc1ccc2c(c1)OCO2	17%	-16	92	16	92	13	90	77	1%
O=C(NCc1ccccn1)c1c(Cl)cccc1Cl	0%	.	.	.	.	3	98	95	1%
COc1ccc(C(CNC(=O)c2cccc(Br)c2)N2CCCC2)cc1 (stereo not drawn)	-5%	5	171	-5	171	.	.	.	2%
CCC1Oc2ccc(C)cc2N(CC(=O)N2CCN(c3ccc(F)cc3)CC2)C1=O (stereo not drawn)	-2%	0	222	0	222	10	91	82	-19%
O=C1C=C(O)CC(c2ccc(Cl)cc2)C1 (stereo not drawn)	-8%	-8	158	8	158	9	106	97	-12%
CCn1cc(CNC(=O)CCSc2nc(-c3ccco3)cc(C(F)(F)F)n2)cn1	-8%	-18	160	18	160	-44	32	76	8%
COc1cc(C2N(c3ccccc3)CCN2c2ccccc2)cc(OC)c1OC	2%	1	186	-1	186	13	103	90	-36%
C=CCNC(=O)C1CCN(c2c([N+](=O)[O-])cc(C(F)(F)F)cc2[N+](=O)[O-])CC1	3%	-2	148	2	148	.	.	.	13%
Nc1nonc1/C(=N/O)N1CCN(CCO)CC1	2%	.	.	.	.	4	89	84	10%
O=C(OCc1ccccc1)Oc1cncc(C(=O)O)c1	-4%	-2	96	2	96	19	96	77	16%
CSc1nsc(SCCN2C(=O)c3ccccc3C2=O)n1	-6%	-7	171	7	171	31	102	70	6%
COc1ccc(C(=O)Nc2nc3ccccc3[nH]2)cc1S(=O)(=O)N1CCCC1	-10%	4	145	-3	145	-9	58	67	-101%
CN1C(=O)N(S(=O)(=O)c2ccc(F)c(F)c2F)C(=O)C1(C)C	-2%	-20	196	20	196	4	76	72	-8%
CC(C)Nc1nc(NC(C)(C)C)nc(Oc2ccc(=O)n(-c3ccccc3)n2)n1	0%	4	140	-4	140	-9	66	76	-26%
CN1CC(c2ccccc2Cl)C2(COc3ccccc3C2=O)C12C(=O)Nc1ccccc12 (stereo not drawn)	0%	-7	148	7	148	.	.	.	-35%

Another view of part of the listing above.
Under each structure: Bcl-B TR3 displacers | IL1B NFkB inh | IL1B NFkB inh cell count 2 µM | IL1B NFkB pot | IL1B NFkB pot cell count 2 µM | MRP reversal | MRP reversal cytotoxicity | MRP reversal with doxorubicin | PLAP inhibition
- Cc1cccc(NC(=O)CSc2nnc(-c3ccccc3)n2N)c1
 : -3% | 3 | 106 | -3 | 106 | 11 | 104 | 92 | -7%
- CC/C(=N\NC(=O)CNC(=O)/C=C/c1ccco1)c1ccccc1
 : -5% | . | . | . | . | . | . | . | -8%
- CCN(Cc1ccccc1)C(=O)c1cc2c(=O)oc3ccc(C)cc3c2s1
 : -2% | -6 | 137 | 6 | 137 | -19 | 70 | 88 | -64%
- CCn1cc(CNC(=O)CCSc2nc(-c3ccco3)cc(C(F)(F)F)n2)cn1
 : -8% | -18 | 160 | 18 | 160 | -44 | 32 | 76 | 8%
- COC(=O)CCN(C(C)=O)c1ccc(N)cc1
 : 2% | 3 | 185 | -3 | 185 | -6 | 92 | 98 | -16%

(list continues)
SMILES	Bcl-B TR3 displacers	IL1B NFkB inh	IL1B NFkB inh cell count 2 µM	IL1B NFkB pot	IL1B NFkB pot cell count 2 µM	MRP reversal	MRP reversal cytotoxicity	MRP reversal with doxorubicin	PLAP inhibition
CN(C)c1ccc(NC(=O)c2cccc(N3C(=O)CCC3=O)c2)cc1	6%	.	.	.	.	3	99	96	-11%
COC(=O)C1=C(C(=O)OC)SC2(S1)C(C(=O)OC)=C(C(=O)OC)SC1=C2c2cc(C)ccc2NC1(C)C	2%	-4	142	4	142	-7	67	74	-70%
O=C(CSc1nc2ncccc2[nH]1)NCc1ccccc1	-1%	-28	144	28	144	-3	103	106	-137%
CC(=O)c1sc(NC(=O)c2ccc(Cn3cc(Br)cn3)o2)nc1C	5%	11	56	-9	56	5	74	69	-22%
Cc1ccccc1-c1noc(-c2ccc(Cl)cc2)n1	-2%	1	178	-1	178	-3	91	94	5%
O=S(=O)(CCc1nc2ccccc2o1)c1ccc(Cl)c(Cl)c1	-2%	-3	194	3	194	6	102	96	22%
O=C1NC(Nc2nc3ccccc3s2)(C(F)(F)F)C(=O)N1C1CCCCC1 (stereo not drawn)	-36%	-2	182	2	182	-31	13	45	-66%
O=C(O)CCCCCN=C1CCc2ccccc2N1	2%	-20	103	20	103	11	104	93	12%
O=C1c2ccccc2C(=O)N1CCc1nc(-c2ccccn2)no1	-10%	.	.	.	.	-10	91	102	9%
CN(C)/C=C1\N=C(c2ccc3c(c2)OCO3)OC1=O	.	-8	102	8	102	16	92	77	.
Cc1cccc(NC(=O)c2ccc(-n3cccn3)c([N+](=O)[O-])c2)c1	-20%	-7	140	7	140	.	.	.	16%
COc1ccc(NC(=O)c2sc(SCc3ccccc3)nc2N)cc1	-1%	4	134	-4	134	3	78	76	36%
N=c1c2c3c(sc2ncn1N)CCCCC3	-8%	.	.	.	.	.	.	.	-34%
CCNc1nnc(-c2ccncc2)s1	-2%	-7	135	7	135	6	87	81	5%
CC1CCCN(S(=O)(=O)c2coc(C(N)=O)c2)C1 (stereo not drawn)	.	-13	52	13	52	24	106	82	.
COc1c(C)cc(Br)cc1C(=O)Nc1cccc(NC(=O)c2ccco2)c1	-8%	-22	10	22	10	.	.	.	10%
C=CCOC(=O)C1=C(C)Nc2nnnn2C1c1cccc(OC)c1OC (stereo not drawn)	-1%	.	.	.	.	-5	48	53	12%
CCOC(=O)C1(C)NC(c2ccc(OC)cc2OC)C2C(=O)N(c3cccc(OC)c3)C(=O)C21 (stereo not drawn)	-18%	12	170	-12	170	-6	93	99	-44%
O=C(c1ccc2c(c1)OCCO2)C1CCN(S(=O)(=O)c2cccc(F)c2)CC1	6%	7	118	-7	118	0	74	74	-15%
CC(=O)C(=Nc1ccc(Cl)cc1Cl)NNc1cccc(Cl)c1	-3%	-2	175	2	175	11	91	80	35%
Cc1cc(NC(=O)CSc2ccc3nnc(-c4ccccn4)n3n2)no1	-4%	5	59	-5	59	12	94	83	-12%
Cc1nc(SCn2nnc3ccccc3c2=O)nc(C)c1C	-3%	.	.	.	.	-15	60	76	-4%
O=C1c2ccccc2S(=O)(=O)N1CC(O)COc1ccc(Br)cc1 (stereo not drawn)	-8%	1	214	-1	214	19	102	83	-10%
CCOC(=O)c1cnc2c(c(C)nn2C)c1Oc1ccc(Cl)cc1	39%	-5	136	5	136	.	.	.	-56%
O=C(CN1C(=O)NC2(CCCC2)C1=O)Nc1cccc(-c2nnc3n2CCCCC3)c1	1%	12	104	-12	104	21	102	81	1%
CCCC1(C(=O)OCC)NC(c2ccc(O)cc2)C2C(=O)N(c3ccc4c(c3)OCCO4)C(=O)C21 (stereo not drawn)	3%	-3	181	3	181	6	104	98	-54%

For convenience, some entries already given.
SMILES	Bcl-B TR3 displacers	IL1B NFkB inh	IL1B NFkB inh cell count 2 µM	IL1B NFkB pot	IL1B NFkB pot cell count 2 µM	MRP reversal	MRP reversal cytotoxicity	MRP reversal with doxorubicin	PLAP inhibition
CCOC(=O)c1cnc2c(c(C)nn2C)c1Oc1ccc(Cl)cc1	39%	-5	136	5	136	.	.	.	-56%
O=C(CN1C(=O)NC2(CCCC2)C1=O)Nc1cccc(-c2nnc3n2CCCCC3)c1	1%	12	104	-12	104	21	102	81	1%
CCCC1(C(=O)OCC)NC(c2ccc(O)cc2)C2C(=O)N(c3ccc4c(c3)OCCO4)C(=O)C21 (stereo not drawn)	3%	-3	181	3	181	6	104	98	-54%
